# NPYLR7 agonist: agonists of mosquito NPYLR7 receptor, primary screen, cell-based, Aedes aegypti, calcium fluorescence, mosquito biting behavior. Aedes aegypti neuropeptide Y-like receptor 7 (NPYLR7). HEK293T NPYLR7/Galpha15, GCaMP6s calcium fluorescence. activation, % at 10 µM. 270,000 compounds, 0.15% hits; in the data active = activation above about 40%;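 also: 0% = vehicle and 100% = reference agonist at the receptor; some compounds past the cut are filed as inactive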
# hcGAS lum: Primary biochemical luminescence assay for human cyclic GMP-AMP synthase inhibitors; inhibition, % at 12.5 µM; recombinant h-cGAS, ATP depletion, Kinase-Glo luminescence; Q8N884; 290,000 compounds, 0.081% hits;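 also: 0% = vehicle reaction and 100% = reaction without DNA for no activity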
# Target sequence (Q8N884 whole entry, looked up): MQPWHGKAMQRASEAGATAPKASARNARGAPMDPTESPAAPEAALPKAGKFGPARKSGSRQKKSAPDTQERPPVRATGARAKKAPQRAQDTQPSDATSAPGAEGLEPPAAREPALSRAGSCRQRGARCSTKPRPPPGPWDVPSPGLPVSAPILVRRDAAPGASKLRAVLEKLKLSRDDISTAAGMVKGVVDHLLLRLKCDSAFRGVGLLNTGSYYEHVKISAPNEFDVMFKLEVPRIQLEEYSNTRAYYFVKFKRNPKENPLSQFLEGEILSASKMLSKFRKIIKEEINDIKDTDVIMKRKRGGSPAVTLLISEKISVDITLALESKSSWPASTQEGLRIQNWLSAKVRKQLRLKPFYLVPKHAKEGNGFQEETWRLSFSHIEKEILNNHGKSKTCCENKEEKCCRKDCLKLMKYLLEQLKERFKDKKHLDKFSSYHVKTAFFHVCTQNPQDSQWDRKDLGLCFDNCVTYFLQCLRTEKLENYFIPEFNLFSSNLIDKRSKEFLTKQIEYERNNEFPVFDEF
# mcGAS inh: cyclic GMP-AMP synthase inhibitors, mouse, primary biochemical chemiluminescence | Q8C6L5 | recombinant cGAS, Kinase-Glo ATP depletion luminescence | inhibition, % at 12.5 µM | 160,000 compounds, 0.15% hits;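 also: 0% = negative control wells and 100% = reference inhibitor with no enzyme activity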
# The depositor's hits bear a star; · = not tested or not shown; & = joins results of further samples. Rule as the data show it, unless noted: active = inhibition above about 40%; inactive = the rest.
# Second line of a record – NPYLR7 agonist	hcGAS lum	mcGAS inh
- CCNC(=O)N(CC(=O)N1CCc2sccc2C1COc1cccc(OC)c1)CC1CC1 (centres undefined)
→ -4	4	2
- O=C1CSC(c2cccc(NS(=O)(=O)c3ccc4ccccc4c3)c2)N1c1ccccc1F (centres undefined)
→ 3	-1	-7
- COc1cn(CC(=O)Nc2c(C)cc(C)cc2C)c(CSc2nccc(C)n2)cc1=O
→ -4	0	5
- Cc1cccc(CNC(=O)Cn2ccc(=O)c3sccc32)c1
→ -5	-4	·
- Fc1ccc(-c2nc(-c3ccncc3)no2)cc1
→ 4	-7	-5
- CCC(C)NC(=O)CCN(Cc1ccco1)c1nc(-c2ccc(F)cc2)nc2ccccc12 (centres undefined)
→ 22	-2	-4
- Cc1cc(C)c(C)c(S(=O)(=O)Nc2ccccc2C(=O)NCc2ccc(Cl)cc2)c1C
→ 7	-7	-6
- COCc1c(Br)c(C)nc(OCC(=O)N/N=C\c2cc(OC)c(OC)cc2[N+](=O)[O-])c1C#N
→ 12	-8	-7
- Cn1nc(-c2ccc(Cl)cc2)ccc1=O
→ 7	2	·
- CCn1cnc(NC(=O)NCc2ccccc2-n2ccnc2)n1
→ 7	-5	-11
- CC(=O)c1ccc(NC(=O)N2CCc3ccccc3C2c2ccccc2Cl)cc1 (centres undefined)
→ 0	-9	-9
- Cn1c(=O)[nH]c(=O)c2c1nc(N1CCN(Cc3ccccc3F)CC1)n2Cc1ccccc1F
→ 9	-6	·
- Cc1nc(=O)[nH]c(C)c1CCC(=O)N(C)Cc1cccc2ncccc12
→ 8	-5	-16
- CCc1nnc(CN(C(=O)C(c2cccc(C)c2)N(C)C)C(C)C)o1 (centres undefined)
→ 10	-4	·
- O=C(O)CCNC(=O)c1ccc(N=Nc2ccc(O)c(C(=O)O)c2)cc1
→ -1&-19&23	0&2&2	0

# Second line of a record – NPYLR7 agonist	hcGAS lum	mcGAS inh
- O=C(c1cccnc1)N1CCN(C(=O)c2ccccc2F)CC1
→ 4	-6	-5
- O=C(O)C1COC2(CCN(C(=O)c3cccc(Cl)c3)CC2)N1C(=O)c1ccco1 (centres undefined)
→ 10	-4	-5
- Cc1nc(CNC(=O)C2CC3(CCNCC3)CN2)nc2c1CCCC2 (centres undefined)
→ 9	3	·
- CC1CCCCN1C(=O)CN1C(=O)NC2(CCCCC2C)C1=O (centres undefined)
→ 8	-9	·
- Cc1ccc(Br)cc1N1C(=O)CC(C)(C)C1=O
→ 11	-10	·
- CC(Oc1ccccc1)C(=O)NCc1ccc(-c2ncc(-c3ccc(F)cc3)[nH]2)cc1 (centres undefined)
→ -4	-8	-9
- C=CCn1c(C)csc1=Nc1ccc(S(=O)(=O)Nc2nc(C)cc(C)n2)cc1
→ -2	-7	·
- O=C(CSc1n[nH]c(CC2CCCC2)n1)Nc1cccc(F)c1
→ -12	-2	-3
- CC(C)(C)C(=O)N1CCN(c2nnc(SCC(N)=O)s2)CC1
→ -3	-1	-5
- O=S(=O)(CC1CC1)c1ncc(CN2CCOCC2)n1CC1CCCO1 (centres undefined)
→ 4	-9	·
- Cc1ccccc1C(=O)N1CCSC12CCN(C(=O)c1cc(C(F)(F)F)cc(C(F)(F)F)c1)CC2
→ -4	-2	-3
- Cn1c(CCC(N)=O)n[nH]c1=S
→ -1	-6	·
- CCOCCOc1c(Cl)cccc1NCc1cc(=O)n2ccccc2n1
→ 4	-4	·
- Cc1c(Br)c([N+](=O)[O-])nn1CC(=O)NCc1ccc(Cl)cc1
→ -3	-1	-8
- C=C1/C(=C\C=C2/CCC[C@]3(C)[C@@H]([C@H](C)CCCC(C)(C)O)CC[C@@H]23)C[C@@H](O)C[C@@H]1O
→ -8	0	·

# Second line of a record – NPYLR7 agonist	hcGAS lum	mcGAS inh
- CC1CN(C)CCN1CC(=O)Nc1ccnn1Cc1ccccc1 (centres undefined)
→ 10	-13	·
- CC(C)CN(CC(=O)Nc1nc(CC(=O)N[C@H]2CCCCNC2=O)cs1)C(=O)c1ccc(Cl)cc1
→ 16	-4	-5
- O=C(CCS(=O)Cc1ccccc1Br)Nc1ccccc1F (centres undefined)
→ -4	2	·
- CCOC(=O)c1ccc(NC(=O)c2sc(NC(=O)c3ccc(Cl)cc3)c(C(=O)OCC)c2C)cc1
→ -14	-2	2
- CCCCCn1c(N/N=C\c2ccc(Br)cc2)nc2c1c(=O)[nH]c(=O)n2C
→ 1	-9	·
- CCOc1nc(-c2ccc(C)cc2)n(-c2ccc(NC(=O)c3ccc(OC)cc3OC)cc2)n1
→ 9	-5	-5
- CC1N=C2c3ccccc3N=C(SCc3cc(=O)n4cc(Cl)ccc4n3)N2C1=O (centres undefined)
→ 27	-7	·
- C=CCN(Cc1ccco1)Cc1c(C(=O)O)[nH]c2ccc(C)cc12
→ 8	-4	·
- C=CCn1c(SCc2ccc(C(=O)Nc3ccc(OC)cc3)cc2)nnc1-c1ccccc1Cl
→ -1	-4	-6
- COCCOc1nc(-c2ccccc2C)n(-c2ccc(NC(=O)c3cccc(Br)c3)cc2)n1
→ -9	-19	-6
- Cc1ccc(N(CC(=O)NCCSc2ccccn2)S(=O)(=O)c2ccc(F)cc2)cc1
→ -8	-4	·
- CCn1c(N2CCCC(C(=O)N3CCOCC3)C2)cc(=O)n(C)c1=O (centres undefined)
→ ·	-14	-6
- O=C(Nc1nc(CC(=O)N2CCn3c2nc2ccccc23)cs1)C1CCCC1
→ 5	-6	·
- FC(F)(F)c1cc(-c2ccoc2)c2nc[nH]c2c1
→ 3	-4	·
- Nc1[nH]nc2nc(N3CCCCC3)nc(-c3ccco3)c12
→ -1	2	·

# Only NPYLR7 agonist and hcGAS lum, for 2 of the compounds above:
molecule	NPYLR7 agonist	hcGAS lum
O=C(Nc1nc(CC(=O)N2CCn3c2nc2ccccc23)cs1)C1CCCC1	5	-6
FC(F)(F)c1cc(-c2ccoc2)c2nc[nH]c2c1	3	-4

# (next part)
# Second line of a record – NPYLR7 agonist	hcGAS lum	mcGAS inh
- COc1ccc(OC)c(C(=O)NC2CC(=O)N(c3ccccc3)C2)c1 (centres undefined)
→ 1	-16	-10
- CCOC(=O)c1ccc(NC(=O)c2cccn(OCc3cccc([N+](=O)[O-])c3)c2=O)cc1
→ 17	-6	-7
- CCCCN(CC(=O)N1c2ccccc2-n2cccc2C1c1ccc(F)cc1)C(=O)c1cccc(Br)c1 (centres undefined)
→ -13	11	2
- Cc1cc(C(=O)NC(C)c2ccccc2Br)sc1C (centres undefined)
→ -1	-12	·
- O=c1cccc2n1CC1CC2CN(c2nc(NCCC3=CCCCC3)nc(N3CCCC3)n2)C1 (centres undefined)
→ -2	-3	·
- O=C(c1n[nH]c(=O)c2ccccc12)N1CCCN(Cc2ccc(F)cc2)CC1
→ -14	0	·
- COc1ccc(C2NC(C(=O)O)Cc3[nH]cnc32)cc1CSc1nc2ccccc2[nH]1 (centres undefined)
→ -2	-6	-3
- N#Cc1ccc(OCCN2CCN(CCNC(=O)c3ccco3)CC2)cc1
→ -1	2	·
- CC1Cc2cc(CN(C)Cc3ncc[nH]3)ccc2O1 (centres undefined)
→ 0	-10	·
- O=c1c2ccccc2n2c(=S)[nH]nc2n1-c1ccccc1
→ 7	-2	-3
- CCN(Cc1nccn1C)C(=O)c1ccc(N2CCSCC2)nc1
→ 4	-4	·
- CCc1nc2ccc(C(=O)NCc3ccccc3OC)cn2c1N(C)Cc1ccncc1
→ 3	-6	-2
- Cc1nc(Cl)cc(N2CCCC2C(=O)NCc2ccco2)n1 (centres undefined)
→ 1	1	·
- COc1ccc(-c2nccn2CC(C)(C)OC)c(Cl)c1OC
→ 19	-7	·
- CCN(CC)CCN(C)Cc1nc(Cc2ccccc2F)no1
→ -13	2	1

# Second line of a record – NPYLR7 agonist	hcGAS lum	mcGAS inh
- CCc1cn[nH]c1C1CCN(C(=O)c2cc(-c3cnn(C)c3C)n[nH]2)CC1
→ -4	-5	·
- Cc1ccc(NC(=O)C2(C)CCN2C(=O)CC2CCCC2)cc1 (centres undefined)
→ 7	-7	·
- Cc1ccccc1C(=O)N[C@@H]1CCCCC1NC(=O)C1CCCN(C(=O)CCc2ccccc2)C1 (some centres undefined)
→ 19	-4	-6
- OCC1(CCCc2ccccc2)CCN(Cc2nc3c(s2)CCCC3)CC1
→ 13	-4	-6
- Cc1c(C(=O)N2CCN(c3ncccc3C(=O)NCC3CCCO3)CC2)oc2ccccc12 (centres undefined)
→ 23	-9	-7
- CCOc1cccc2sc(N(Cc3cccnc3)C(=O)c3ccnn3C)nc12
→ ·	2	-1
- CCn1cc(S(=O)(=O)NC2(c3cccc(Br)c3)CCCCC2)cn1
→ -1	-6	-10
- C=CCN(Cc1ccccc1Cl)C(=O)CCC1CCOC1=O (centres undefined)
→ 8	-3	·
- N#CC(=Cc1ccc(Cl)cc1Cl)S(=O)(=O)c1ccc(Cl)cc1
→ 5	0	·
- CC(=O)CSc1nc(C)nc2scc(-c3cccs3)c12
→ 5	-2	·
- Cn1cnc2c1c(=O)n(CCCSc1ncccn1)c(=O)n2C
→ 1	-1	-4
- O=C(CSc1ncnc2ccccc12)N1CCOCC1
→ 0	-3	-4
- COCc1cc(CN2CCCC(C(=O)c3ccc(OC)c(OC)c3)C2)ccc1OC (centres undefined)
→ 17	-6	·
- Cc1nnc(NC(=O)Cc2n[nH]c(=O)c3ccccc23)s1
→ -3	1	·
- COc1ccc(-n2c(CN)n[nH]c2=O)c(OC)c1
→ 10	-8	-15

# Second line of a record – NPYLR7 agonist	hcGAS lum	mcGAS inh
- COc1ccc(NC(=O)c2cccnc2Nc2cc(Cl)ccc2C)cc1
→ -13	-3	·
- COC(=O)C(c1ccc(Cl)c(Cl)c1)N(C)C(=O)c1ccc(C#N)cc1 (centres undefined)
→ -1	1	1
- CSc1nc(NCC(C)C)c2cnn(CCNC(=O)c3ccccc3F)c2n1
→ ·	-7	-7
- Cn1c(SCC(=O)NC(=O)Nc2ccc3c(c2)OCCO3)nnc1C(F)(F)F
→ 5	-4	·
- COc1ccc(-c2nc(CN3CCN(C(C)=O)CC3)c(C)o2)cc1OC
→ 5	-5	·
- Cc1[nH]c(=O)c(C#N)c(C)c1CCC(=O)Nc1nccs1
→ 1	-9	-6
- O=[N+]([O-])c1cccc(CSc2nnc(NC3CC3)s2)c1
→ 0	7	-2
- FC(F)(F)c1ccnn1-c1nc(-c2ccc3c(c2)OCCO3)cs1
→ 3	-1	·
- COc1ccc(-c2cn(CC(=O)N(C)c3cccc(C)c3)nc2N2CCOCC2)cc1
→ -9	-5	·
- CN(Cc1ccccc1)C(=O)CN1CN(c2ccccc2)C2(CCN(S(=O)(=O)c3ccc(Cl)cc3)CC2)C1=O
→ 16	-7	-5
- CCCCN(CC(=O)N(CCc1c[nH]c2ccccc12)Cc1ccccc1)C(=O)Nc1ccc(F)c(F)c1
→ ·	0	-4
- CCc1ccc(-c2nc(SCc3cc(=O)c(O)co3)n[nH]2)cc1
→ 9	-4	·
- O=C1CN(C(=O)c2ccccc2CCc2ccccc2)CCN1
→ -3	-1	-1
- S=c1[nH]nc(COc2ccccc2)n1CCCN1CCOCC1
→ -7	-7	-5
- COc1cc(CN(C)C(=O)c2ccc(-c3cc(-c4cccc5ccccc45)[nH]n3)cc2)cc(OC)c1OC
→ 25	-9	-3

# Second line of a record – NPYLR7 agonist	hcGAS lum	mcGAS inh
- NC(=O)c1cnc2n1CCN(C(=O)CSc1ccc(Cl)cc1)C2
→ 2	-4	-18
- COc1ccccc1-c1cnc2c(Nc3ccc(C(C)C)cc3)nccn12
→ -2	-3	-3
- COc1ccc(C(=O)N(Cc2cc(NC(=O)c3ccccc3Cl)ccc2N(C)C)C2CCCCC2)cc1
→ 2	-5	-4
- C=CCN1C(=O)NC(c2cc(OC)ccc2OC)C2=C1CN(Cc1ccc3c(c1)OCO3)C2=O (centres undefined)
→ 12	-9	-4
- Cc1ccc(Cc2nc(CSc3nnnn3-c3ccccc3)cs2)cc1
→ -21	0	-1
- COc1cccc(Oc2cnn(-c3ccccc3)c(=O)c2Nc2cccc(C(=O)NCc3ccccn3)c2)c1
→ 0	-3	-4
- CC(=O)N[C@H]1C[C@@H](c2cc(=O)n3c4c(cccc24)CCC3)O[C@@H](C(C)C)C1
→ ·	-9	-12
- OC(COc1ccccc1)CN(Cc1ccc(F)cc1)Cc1ccc2c(c1)OCO2 (centres undefined)
→ 0	2	0
- O=C(CN(CCCN1CCOCC1)S(=O)(=O)c1cccc(C(F)(F)F)c1)N(Cc1ccc2c(c1)OCO2)Cc1ccco1
→ -2	7	-7
- Cc1noc2c1C(c1ccc(-c3nc4ccccc4n3C)o1)CC(=O)N2 (centres undefined)
→ 2	-1	·
- O=C(c1ccon1)N1CCC(c2n[nH]c(=O)n2Cc2ccccc2)CC1
→ 9	-7	-16
- CCN(C)C(=O)C1CSCN1S(=O)(=O)/C=C/c1ccccc1 (centres undefined)
→ 9	-7	·
- Cc1sc2nc(CSc3nnc4n3CCCCC4)[nH]c(=O)c2c1C
→ -3	-8	·
- COCCNC(=O)CSc1nc(-c2ccc(C)cc2)nc2c1c(=O)n(C)c(=O)n2C
→ 0	-4	-7
- Cc1ccc(CN(CCc2ccccc2)C(=O)CN(Cc2ccc([N+](=O)[O-])cc2)C2CC2)o1
→ ·	0	-6

# 4 entries picked at random from those above, as already listed:
# Second line of a record – NPYLR7 agonist	hcGAS lum	mcGAS inh
- Cc1noc2c1C(c1ccc(-c3nc4ccccc4n3C)o1)CC(=O)N2 (centres undefined)
→ 2	-1	·
- COc1ccccc1-c1cnc2c(Nc3ccc(C(C)C)cc3)nccn12
→ -2	-3	-3
- COc1cccc(Oc2cnn(-c3ccccc3)c(=O)c2Nc2cccc(C(=O)NCc3ccccn3)c2)c1
→ 0	-3	-4
- O=C(c1ccon1)N1CCC(c2n[nH]c(=O)n2Cc2ccccc2)CC1
→ 9	-7	-16

# Source: PubChem (Fisher Drug Discovery Resource Center)
